FECH inh: human FECH heme synthesis enzyme inhibition; AID 1671448; actives 3.3% (n = 20,000); purified FECH, Ni-mesoporphyrin absorbance 550 nm; P22830; calls only at 10 µM (by protocol);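 active = enzyme reaction rate more than 3 SD below the solvent-only control wells on the same plate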;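 also: lower slope than DMSO wells means FECH inhibition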
Target sequence (P22830 whole entry, looked up): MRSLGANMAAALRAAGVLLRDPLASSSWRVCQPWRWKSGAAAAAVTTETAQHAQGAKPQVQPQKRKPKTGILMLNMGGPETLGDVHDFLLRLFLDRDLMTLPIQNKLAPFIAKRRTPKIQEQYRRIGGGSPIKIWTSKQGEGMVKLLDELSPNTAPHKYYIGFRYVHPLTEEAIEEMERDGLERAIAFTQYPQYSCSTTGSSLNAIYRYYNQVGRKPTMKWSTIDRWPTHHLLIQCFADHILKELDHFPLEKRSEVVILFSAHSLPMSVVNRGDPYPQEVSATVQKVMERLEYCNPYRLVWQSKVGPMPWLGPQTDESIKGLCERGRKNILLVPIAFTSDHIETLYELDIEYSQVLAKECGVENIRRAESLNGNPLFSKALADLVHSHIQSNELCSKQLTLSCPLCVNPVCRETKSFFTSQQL
Calls only; i = inactive; + = active, no number. This is a subset. The share of hits here may be higher or lower than overall.

FECH inh	smiles
+	O=C(CCN1CCCCO1)NCC(c1ccccc1)C1CCCC1 (stereo not given)
i	Cc1cc(C(=O)N2CCCC(Nc3ccc4c(c3)OCCO4)C2)c(=O)[nH]c1C (stereo not given)
i	Cc1ccccc1SCC(=O)N1[C@@H]2CC[C@H]1CNC(=O)C2
i	N[C@@H]1c2ccccc2C2(CCN(C(=O)c3ccc4[nH]ccc4c3)CC2)[C@H]1O
+	Clc1ccc(Nc2nc(NCC3CCCO3)nc3c2cnn3-c2ccccc2)cc1 (stereo not given)
i	Cc1cccc(-c2cc(N3CCN(C(=O)Nc4cccc(Br)c4)CC3)ncn2)c1
i	O=S(=O)(NCc1ccccc1)N1CCC(Oc2ccncc2)CC1
i	Cc1ccc(C(=O)N2CCCN(C)C3(CCN(C)CC3)C2)c2ccccc12

Another view of 2 compounds above.
> Cc1cccc(-c2cc(N3CCN(C(=O)Nc4cccc(Br)c4)CC3)ncn2)c1
  FECH inh = i

> N[C@@H]1c2ccccc2C2(CCN(C(=O)c3ccc4[nH]ccc4c3)CC2)[C@H]1O
  FECH inh = i

Next part.
FECH inh	smiles
i	COC(=O)c1cc(S(=O)(=O)N2CCCC2C(=O)Nc2cc(Cl)ccc2C)cn1C (stereo not given)
i	Cc1ccc(C)c(S(=O)(=O)NCc2nc3cccnc3n2C(C)C)c1
i	C=C(C)COc1ccccc1C(=O)N1CCN(CC(=O)O)C(=O)C1C (stereo not given)
+	CN(C)C(=O)c1ccc(-c2ccc(COCCN)cc2)cc1
i	COc1cccc([C@@H]2CCCN(c3nc(-c4ccncc4)nc4c3CNC4)C2)c1
i	Cc1nonc1CN(C)C(=O)c1coc(COc2cccc(C(F)(F)F)c2)n1
i	CCc1nc2nc(C)c(NC(=O)Nc3cccc(F)c3)c(=O)n2[nH]1
i	C=CCn1cc(CN(Cc2sccc2C)C2CC2)c(C)n1
i	O=c1[nH]nc(CCCO)n1C1CCCC1
i	Cc1ccc(CNC(=O)CN2CCCN(Cc3ccc(Cl)cc3)S2(=O)=O)cc1
i	COc1cccc(NC(=O)CCc2c(C)n(C)c3cc(-c4ccccc4OC)nn3c2=O)c1
i	CCc1ncc(C(=O)NCCC(=O)Nc2ccc(C)cc2C)cn1
i	CCCNC(=O)c1ccc(Cn2c(=O)c3cc(OC)c(OC)cc3n(CC(N)=O)c2=O)cc1
i	Cn1c(=O)c2c(-c3cccc(F)c3)c(NCCc3ccccc3)oc2n(C)c1=O
i	COc1cccc(N2CC(NC(=O)COc3ccccc3F)CC2=O)c1 (stereo not given)
i	CCc1cc(CN(C)Cc2ccc(-n3ccnc3)cc2)on1
i	CC(=O)Nc1nc2n(n1)C(c1ccc(F)cc1)C=C(c1ccccc1)N2 (stereo not given)
i	Cn1cc(CN2CCC(CNC(=O)NCc3ccccc3)C2)cn1 (stereo not given)
i	O=c1[nH]ncc(N2CCCC2)c1-c1ccc2c(c1)OCO2
i	CCCC(NC(=O)c1ccncc1F)c1ccccc1 (stereo not given)
i	O=C(CSCc1nc(-c2ccc(F)cc2)no1)N1CCN(c2ccccc2)CC1
i	Cc1nc(CC(=O)N(C)C(C)c2ccc3c(c2)OCCO3)cs1 (stereo not given)
i	Cc1ccc(CNC(=O)c2[nH]cnc2C(=O)NCCC(C)C)o1
i	CCCc1nc(CN(CC)C(=O)c2cc(-c3ccccc3)on2)no1
i	COc1ccc(CC(=O)NCc2nc3cccnc3n2Cc2ccc(C)cc2)cc1
i	COc1ccc(OC)c(NC(=O)Nc2ccccc2Sc2cc(C)nc3ncnn23)c1
i	Cc1cc(=O)[nH]c(CCNC(=O)C2CCCN(C3CCN(C)CC3)C2)n1 (stereo not given)
i	CCCc1ccc(S(=O)(=O)N2CCN(Cc3nc4cccnc4n3-c3ccccc3)CC2)cc1
i	COc1c(F)cccc1C(=O)N(C)Cc1nc(-c2ccccn2)no1
i	Cc1cc(C)n(CC(C)NC(=O)c2cc(CN3CCC(O)CC3)on2)n1 (stereo not given)
i	CO[C@H]1CN(c2nc(-c3ccccc3)ccc2C(=O)O)CC[C@H]1N
i	CCN1CCc2c(sc(NC(=O)c3ccc(C)c(C)c3)c2C(=O)OC)C1
i	COc1cccc(-c2c(Nc3ccc(C)cc3C)oc3c2c(=O)n(C)c(=O)n3C)c1
i	CN(Cc1cn[nH]c1-c1ccc(F)cc1)C(=O)CCc1cccnc1
i	CCc1cnc(C)nc1NCCN1CCCOC1=O
i	CCc1c(C(=O)N(Cc2cccnc2)C[C@@H]2CCC(=O)N2)[nH]c2ccccc12
i	CC(=O)c1ccc(NC(=O)c2nc3ccccc3n(C)c2=O)cc1
i	CCC1=C(c2ccc(OC)cc2)S(=O)(=O)N(CC(=O)NCc2cccc(Br)c2)C1=O
i	CN(C)Cc1cc(-c2nccn2Cc2cnn(C)c2)ccc1O
i	COc1ccccc1NC(=O)Nc1nc(CC(=O)NCc2ccc(C)cc2)cs1
i	CN1CCCN(CC(=O)NCc2cccc(Oc3ccccc3)c2)CC1
i	CCc1ccc(CN(CC)C2CCS(=O)(=O)C2)nc1 (stereo not given)
i	CCC(=O)Nc1cccc(OCC(=O)N[C@H]2C[C@H]3CN(C)CCN3C2)c1
i	CCc1nc2cccnc2n1C1CCN(S(=O)(=O)c2ccc(C)cc2C)CC1
i	COc1cccc(NC(=O)N2CCCC2C(=O)Nc2ccc(C(C)=O)cc2)c1 (stereo not given)
i	Cc1cc(N2CCCN(Cc3coc(-c4ccccc4)n3)CC2)ccn1
+	CCC(=O)Nc1nc2n(n1)C(c1c(F)cccc1Cl)C=C(c1ccccc1)N2 (stereo not given)
i	COCC(=O)NCC1=CCCN(Cc2ccc3c(c2)OCO3)C1
i	CCCc1cc(=O)n2[nH]c(CNc3ccc(CC)cc3)nc2n1
i	COC(=O)[C@@H]1C[C@@H](NC(=O)c2ccc(-c3ccc(OC)cc3)o2)CN1C
i	Cn1c(-c2c(-c3ccccc3)ncn2CCF)nc2ccccc21
i	CN1CCN(S(=O)(=O)c2cc(C(=O)N3CCCC3)cs2)CC1
i	O=C(O)CCCN1C(=O)C2CCCCN2c2ccc(C(=O)N3CCCC3)cc21 (stereo not given)
i	COc1cccc2c1OCCCN(C(=O)c1cc(C3CC3)[nH]n1)C2
i	OCc1csc(N2CCCC(CO)(CCc3ccccc3)C2)n1 (stereo not given)
i	CCc1ccc(NC(=O)Cn2c(=O)c3cnc(-c4ccccc4)nc3n(C)c2=O)cc1

(more compounds)
FECH inh	smiles
i	CCCS(=O)(=O)NCCn1c(CCc2ccccc2)nc2cccnc21
i	CCc1c(C)nc2ncnn2c1Sc1ccc(NC(=O)c2cccc(C)c2)cc1
i	CCOC(=O)C1CCN(S(=O)(=O)c2cc(N3C(=O)CCS3(=O)=O)ccc2OC)CC1
i	Cc1cc(COc2ccccc2)oc1C(=O)N1CCC2(CCCO2)CC1
i	O=C(CN1c2ccc(F)cc2-c2ccccc2S1(=O)=O)NCCCn1ccnc1
i	CCOc1cc(-c2nccn2CCN2CCNC2=O)ccc1O
i	O=S(=O)(NCCn1c(-c2ccc(F)cc2)nc2cccnc21)c1ccc(Cl)cc1
i	O=C1NCCN2CCN(C(=O)Cn3cccc3)CC12 (stereo not given)
i	NCCc1nc(NCc2ccccc2Cn2cccn2)c2ccccc2n1
i	CNC(=O)CC(C)N(C)C(=O)c1sc(C)nc1-c1ccccc1 (stereo not given)
i	CC(C)Cc1nnc2sc(C3CCOC3)nn12 (stereo not given)
i	CC(C)CN(CC(C)C)c1ncc(NS(=O)(=O)c2cccc(F)c2)cc1C(=O)O
i	Cc1ccc(Cl)cc1NC(=O)NCCc1nc2cccnc2n1-c1ccccc1
i	CC(C)n1cnc2nc(CSc3ccccc3NC(=O)c3cccc(Cl)c3)cc(=O)n21
i	CC(=O)c1ccccc1C(=O)NCC1CCN(Cc2cccnc2)C1 (stereo not given)
i	C=C(C)COc1cccc(C(=O)N2CCCN(C(=O)C3CCCO3)CC2)c1 (stereo not given)

Part of the list above, reformatted:
smiles | FECH inh
Cn1c(-c2c(-c3ccccc3)ncn2CCF)nc2ccccc21 | i
CN1CCN(S(=O)(=O)c2cc(C(=O)N3CCCC3)cs2)CC1 | i
O=C(O)CCCN1C(=O)C2CCCCN2c2ccc(C(=O)N3CCCC3)cc21 (stereo not given) | i
COc1cccc2c1OCCCN(C(=O)c1cc(C3CC3)[nH]n1)C2 | i
OCc1csc(N2CCCC(CO)(CCc3ccccc3)C2)n1 (stereo not given) | i
CCc1ccc(NC(=O)Cn2c(=O)c3cnc(-c4ccccc4)nc3n(C)c2=O)cc1 | i
CCCS(=O)(=O)NCCn1c(CCc2ccccc2)nc2cccnc21 | i
CCc1c(C)nc2ncnn2c1Sc1ccc(NC(=O)c2cccc(C)c2)cc1 | i
CCOC(=O)C1CCN(S(=O)(=O)c2cc(N3C(=O)CCS3(=O)=O)ccc2OC)CC1 | i
Cc1cc(COc2ccccc2)oc1C(=O)N1CCC2(CCCO2)CC1 | i
O=C(CN1c2ccc(F)cc2-c2ccccc2S1(=O)=O)NCCCn1ccnc1 | i
CCOc1cc(-c2nccn2CCN2CCNC2=O)ccc1O | i
O=S(=O)(NCCn1c(-c2ccc(F)cc2)nc2cccnc21)c1ccc(Cl)cc1 | i
O=C1NCCN2CCN(C(=O)Cn3cccc3)CC12 (stereo not given) | i
NCCc1nc(NCc2ccccc2Cn2cccn2)c2ccccc2n1 | i
CNC(=O)CC(C)N(C)C(=O)c1sc(C)nc1-c1ccccc1 (stereo not given) | i
CC(C)Cc1nnc2sc(C3CCOC3)nn12 (stereo not given) | i
CC(C)CN(CC(C)C)c1ncc(NS(=O)(=O)c2cccc(F)c2)cc1C(=O)O | i
Cc1ccc(Cl)cc1NC(=O)NCCc1nc2cccnc2n1-c1ccccc1 | i

The list goes on:
FECH inh	smiles
i	Cc1cc(NC(=O)c2ccc(C(C)(C)C)cc2)n(-c2ncnc3c2cnn3-c2cccc(Cl)c2)n1
i	Cc1cc(NC(=O)N2CCC(n3cnc4cccnc43)CC2)ccc1Br
i	Cc1ccc(-n2ncc3c(-n4nc(C)cc4NC(=O)c4c(F)cccc4F)ncnc32)c(C)c1
i	O=C(CNCCS(=O)(=O)N1CCCC1)Nc1ccc(Cl)cc1F
i	C=CCN(c1nc2nc(C)cc(C)n2n1)S(=O)(=O)c1ccccc1
i	COc1ccc(NC(=O)CN2CCN(Cc3ccccc3F)S2(=O)=O)cc1OC
i	Cc1ccc(CN2CCN(C(=O)c3cnc4ccccn34)C(C)C2=O)cc1 (stereo not given)
i	COC(=O)CCC(=O)N(Cc1ccccc1Cl)C(C)C
i	O=C1NCCN2CCN(C(=O)CCSc3ccc4c(c3)OCCO4)CC12 (stereo not given)
i	Cc1ccsc1[C@@H]1CCN(C(=O)c2cccc(OCC(N)=O)c2)C[C@H]1O
i	O=C(CN1C(=O)CCc2cc(S(=O)(=O)N3CCCCC3)ccc21)NCc1ccc(Cl)cc1
i	Cc1cnn(-c2csc(C(N)=O)c2)c1
+	NS(=O)(=O)c1ccccc1NC(=O)NCc1ccc(F)cc1
i	O=C(Cc1c(Cl)cccc1Cl)N1CCCC(O)(CO)C1 (stereo not given)
i	Cc1ccc(N2C(=O)CCS2(=O)=O)cc1S(=O)(=O)Nc1ccc(C(F)(F)F)cc1
i	CCc1[nH]c2c(CNC(=O)C3CCN(CCOC)CC3)cc(C)cc2c1C
i	O=C(NC1CC(=O)N(c2ccc(F)cc2)C1)c1ccc(Br)o1 (stereo not given)
i	Cc1ccccc1NS(=O)(=O)c1ccc2c(c1)CCN2C(=O)CCC(=O)N1CCCCCC1
i	CCCC(=O)N(Cc1nc2nc(C)cc(C)n2n1)c1ccc(F)cc1
i	O=C1CC(c2cccnc2N2CCOCC2)c2cnn(Cc3ccncc3)c2N1 (stereo not given)
i	CCCSc1ncc(CN2CCCC(O)(CN(C)C)CC2)cn1 (stereo not given)
i	CCc1ccccc1NC(=O)CSCc1nc(-c2ccc(C)cc2)no1
i	Cc1cc(NC(=O)CC(C)C)n(-c2ncnc3c2cnn3-c2ccc(F)cc2)n1
i	CN(Cc1nc2ccccc2s1)C(=O)c1cn(CC2CCCCC2)nn1
i	O=C(c1cc2ccccc2[nH]1)N1CCC(N2CCCC(C(=O)N3CCCC3)C2)CC1 (stereo not given)
i	COC(=O)CN1CCN(C2CCN(C(C)=O)CC2)C(C)C1=O (stereo not given)
i	Cc1ccccc1Nc1nc(N2CCN(c3ccc(F)cc3)CC2)nc2c1cnn2-c1ccccc1
i	CC(C)(C)c1ncc2c(n1)CN(c1nccc(CCC(F)(F)F)n1)C2
i	CCOC(=O)N1CCC(NCc2cc(-c3ccco3)on2)CC1
i	CNC(=O)[C@@H]1C[C@H](N)CN1C(=O)Cc1sc(C)nc1C
i	Cc1cccc2nc(C(=O)N3CCC4(CC3)c3ccccc3[C@@H](N)[C@@H]4O)cn12
i	Cc1nn2cc(CNC(=O)COc3c(C)ccc(C)c3C)nc2s1
i	CCOc1ccc(Cn2c(CNS(=O)(=O)c3c(C)noc3C)nc3cccnc32)cc1
i	COc1ccc(OC)c(-n2ccnc2-c2cccc(O)c2)c1
i	CN(Cc1ccc(Sc2ncccn2)o1)CC1CC(=O)N(C2CCCC2)C1 (stereo not given)
i	O=C1C[C@H]2CC[C@@H](CN1)N2C(=O)CCc1cnccn1
i	O=C(c1nc(C2CC2)nn1-c1cccc2cccnc12)N1CCCCCC1
i	COc1ccccc1CN1C(=O)O[C@@H]2CN(C(=O)c3ccc(=O)[nH]c3)C[C@@H]21
i	COc1ccc(CCC(=O)NC2CC(=O)N(c3cccc(F)c3)C2)cc1 (stereo not given)
i	CC(COc1ccccc1)NC1CCN(C(=O)Nc2ccccc2)CC1 (stereo not given)
i	CC1(C(=O)NC2CCCCC2)Cc2ccccc2C(=O)N1C1CCCC1 (stereo not given)
i	COCCn1c(CNS(=O)(=O)c2cccc([N+](=O)[O-])c2)nc2cccnc21
i	Cn1ccc2c(-c3cccc(N4CCNCC4)n3)ccnc21
i	COc1ccccc1OC1CCN(S(=O)(=O)NCc2ccccc2)CC1
i	C=CCSc1ncc(Cl)c(C(=O)NCCc2ccc(S(N)(=O)=O)cc2)n1
i	CC(NCc1csc(-c2cccs2)n1)C(=O)NC1CCCC1 (stereo not given)
i	OCCOc1cccc(CN2C[C@H]3C[C@H](O)[C@@H](O)C[C@H]3C2)c1
i	CC(C)CNC(=O)c1[nH]cnc1C(=O)NC1CCCCC1
i	CCCc1cc(Sc2ccc(NC(=O)c3ccccc3OCC)cc2)n2ncnc2n1
+	Cn1c(CCc2cccc(NC(=O)C3CCN(S(=O)(=O)N4CCCC4)CC3)c2)nc2ccccc21
i	CCn1ccc(C(=O)N(Cc2sccc2C)CC(C)C)n1

High-throughput results as filed in PubChem BioAssay.
